From PubChem BioAssay
hERG rescue: compounds protecting human hERG from proarrhythmic drug block. Q12809. AID 1511. 0.51% of 310,000 active. activation (rescue from dofetilide block), less the hit threshold, % at 10 µM. CHO-hERG, FluxOR thallium flux, dofetilide IC70 present;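 active = activation above the mean of controls blocked by dofetilide plus 5 SD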;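 also: thallium influx through hERG after potassium depolarization seen as dye fluorescence rise; in these data hits start at about 4.7%; inactives centre near -7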
KCNQ1 inh: blocks the human KCNQ1 potassium channel; P51787; CHO-K1 KCNQ1, FluxOR thallium flux fluorescence; stronger effect = higher value; B-score at 10 µM; 1.3% of 310,000 active; AID 2642;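 active = compounds whose thallium flux B-score, printed positive for inhibition, exceeds three library SD while starting fluorescence stays within three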;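 also: channel opened by potassium depolarization with thallium stimulus after 20 min compound exposure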
ANO1 activ: mouse TMEM16A channel activation, primary screen. Q8BHY3. HEK293 TMEM16A/YFP-H148Q/I152L, iodide quench fluorescence; stronger effect = lower value. B-score at 10 µM. 0.3% of 340,000 active;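 active = fluorescence-ratio B-score plate-corrected deviation score at least 3 library SD below zero, with starting fluorescence score within 5 deviations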;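 also: channel opened by trigger with iodide after compound preincubation; score built on the fluorescence ratio of max minus min over baseline; more negative score means more quench and so TMEM16A activation or potentiation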
KCNK3 inh: human KCNK3 channel inhibition, primary screen; CHO-KCNK3 thallium flux, FluxOR fluorescence; stronger effect = lower value; B-score at 10 µM; O14649; 0.84% of 340,000 active;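 active = B-score under library mean minus 4 SD, starting fluorescence ratio at most library mean plus 5 SD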;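 also: more negative B-score means stronger inhibition of thallium flux through KCNK3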
TMEM16A inh: blocks the mouse calcium-activated chloride channel TMEM16A. Q8BHY3. normalized B-score (activity score, 25-100; higher = stronger inhibition) at 10 µM. 1.2% of 310,000 active. HEK293 TMEM16A/YFP iodide influx fluorescence, ionomycin. AID 588511;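 active = ratio plate-corrected score three or more library SD toward inhibition, starting fluorescence score within five deviations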;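 also: score derived from kinetic fluorescence span divided by baseline fluorescence per well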
KCNK9 inh: inhibitors of human KCNK9 two-pore domain potassium channel | Q9NPC2 | HEK293 KCNK9, FluxOR thallium flux fluorescence; stronger effect = lower value | B-score at 10 µM | 1.2% of 310,000 active;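 active = ratio B-score over 3 SD below the library mean, with starting fluorescence within 5 SD of its mean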;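 also: negative B-score means less thallium flux so channel inhibition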
Target sequence (Q9NPC2 whole entry, looked up, the tested form may be a part): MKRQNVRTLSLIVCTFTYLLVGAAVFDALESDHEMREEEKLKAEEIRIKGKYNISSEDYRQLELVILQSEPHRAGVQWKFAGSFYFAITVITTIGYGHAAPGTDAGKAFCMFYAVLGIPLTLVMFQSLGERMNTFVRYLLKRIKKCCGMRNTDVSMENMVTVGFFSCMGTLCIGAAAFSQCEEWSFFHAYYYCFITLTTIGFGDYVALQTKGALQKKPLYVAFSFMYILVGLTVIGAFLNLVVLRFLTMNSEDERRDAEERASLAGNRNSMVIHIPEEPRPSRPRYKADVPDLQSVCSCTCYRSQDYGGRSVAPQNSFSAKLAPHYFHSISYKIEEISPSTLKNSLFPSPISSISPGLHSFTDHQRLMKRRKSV
HDAC3 inhib: blocks human histone deacetylase 3. 0.15% of 320,000 active. recombinant HDAC3, fluorogenic peptide/trypsin coupled, fluorescence. AID 2718. inhibition, % at 8.3 µM. O15379; in the data active = inhibition above about 26%, passing the limit was not always enough; inconclusive = no clear call, values can overlap the other calls
Target sequence (O15379 whole entry, looked up): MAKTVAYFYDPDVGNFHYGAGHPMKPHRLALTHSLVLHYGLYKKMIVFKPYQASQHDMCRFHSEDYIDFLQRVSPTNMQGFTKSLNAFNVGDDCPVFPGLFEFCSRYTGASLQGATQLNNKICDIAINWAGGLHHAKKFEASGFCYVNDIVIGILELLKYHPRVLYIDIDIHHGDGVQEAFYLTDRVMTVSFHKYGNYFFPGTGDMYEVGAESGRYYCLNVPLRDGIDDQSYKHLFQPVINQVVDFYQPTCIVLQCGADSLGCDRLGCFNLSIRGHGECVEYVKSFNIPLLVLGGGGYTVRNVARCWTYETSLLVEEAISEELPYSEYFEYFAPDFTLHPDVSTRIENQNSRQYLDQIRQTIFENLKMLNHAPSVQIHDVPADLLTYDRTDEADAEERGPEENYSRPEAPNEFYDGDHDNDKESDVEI
TRPC4 potent: allosteric potentiators of mouse TRPC4 channel; AID 2227; HEK293 TRPC4beta/mu-opioid, DAMGO EC20, Fluo-4 Ca2+ flux; stronger effect = higher value; Q9QUQ5; 0.42% of 310,000 active; B-score at 10 µM;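 active = B-score of calcium response area above 5 SD of library B-scores, with initial fluorescence ratio within 5 SD of library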;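 also: B-score of integrated fluorescence ratio over time as area under calcium response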
DYRK1A inh: inhibitors of rat Dyrk1A kinase | inhibition, % at 12.5 µM | ADP-Glo luminescence, NFATc1 peptide | Q63470 | 0.43% of 310,000 active; in the data active = inhibition above about 50%;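 also: plate controls were vehicle with enzyme for no effect and no enzyme for full effect; many of its hits are not listed in these tables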
KCNQ1 pot: potentiators or activators of human KCNQ1 potassium channel; P51787; CHO-K1 KCNQ1, thallium flux FluxOR fluorescence; stronger effect = higher value; B-score at 10 µM; 0.35% of 310,000 active; AID 2648;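 active = fluorescence ratio B-score, a plate-corrected score, at least three library SD, with initial intensity B-score within 5 SD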
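Doses: Single concentration per compound, DMSO matched to controls | Test system: KCNQ1-transfected CHO-K1 cells | Timing: 90 min dye loading and 20 min compound exposure, both at room temperature | Measured by: Kinetic FluxOR thallium fluorescence, 10-s 1-Hz baseline, 110-s post-stimulus read | Medium: Assay buffer with matched DMSO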
TRPC4 agonist: opens the mouse TRPC4 cation channel; Q9QUQ5; HEK293 TRPC4beta/mu-opioid, Fluo4 calcium fluorescence; stronger effect = higher value; B-score at 10 µM; 0.49% of 310,000 active; AID 2237;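 active = B-score above 5 SD of library B-scores, and initial fluorescence ratio not above library mean plus 5 SD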;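 also: positive B-score marks a calcium rise read as TRPC4 activation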
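Material: HEK293 stable line with TRPC4beta plus mu-opioid receptor; technique: Fluo4 calcium-sensitive dye fluorescence, kinetic, 1 Hz baseline; timing: Fluo4 dye loading 45 min at room temperature, 110 s recording; controls: assay buffer as low control, maximal DAMGO as high control; read-out: integrated baseline-normalised fluorescence ratio, converted to per-well B score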
An asterisk follows results filed as active; i = inactive; ? = inconclusive; · = no result given.

SMILES	hERG rescue	KCNQ1 inh	ANO1 activ	KCNK3 inh	TMEM16A inh	KCNK9 inh	HDAC3 inhib	TRPC4 potent	DYRK1A inh	KCNQ1 pot	TRPC4 agonist
CCC1CCCCN1c1ccc([N+](=O)[O-])cc1/C=N/NC(=O)Cn1c2ccccc2c(=O)c2ccccc21 (stereo not given)	-1	i	i	i	i	i	-1	i	-8	i	i
CC(=O)c1ccc(NC(=S)N2CCN(S(=O)(=O)c3ccc(F)cc3)CC2)cc1	-1	i	i	i	i	i	1	i	4	i	i
CC1CC(=O)N(CC(=O)NC2CCCCC2)c2ccccc2S1 (stereo not given)	-8	i	i	i	i	i	0	i	-7	i	i
N#CCCN(C(=O)COC(=O)CCN=C1NS(=O)(=O)c2ccccc21)c1ccc(F)cc1	-12	i	i	i	i	i	-6	i	9	i	i
O=C(c1ccco1)N1CCN(C(=O)c2ccc(CS(=O)c3cccc(Cl)c3)o2)CC1 (stereo not given)	-10	i	i	i	i	i	2	i	·	i	i
Cc1ccc(OCCCSc2n[nH]c(N)n2)cc1	-10	i	i	i	i	i	?	i	2	i	i
CN(c1cccc(NC(=O)Cc2ccccc2)c1)S(C)(=O)=O	-7	i	i	i	i	i	2	i	·	i	i
O=C(c1ccc(Cl)c(S(=O)(=O)N2CCCCCC2)c1)N1CCCC(C(F)(F)F)C1 (stereo not given)	-9	i	i	i	i	i	5	i	·	i	i
O=C(O)CN1C(=O)/C(=C\c2cc(Br)ccc2OCc2ccccc2F)SC1=S	-9	i	i	i	i	i	6	i	0	i	i
CN(C)c1[nH]c(=O)c(C#N)c2c1CCN2Cc1ccccc1	-3	i	i	i	i	i	-14	i	-10	i	i
N/C(=N\OC(=O)Nc1ccccc1)c1ncc(C(F)(F)F)cc1Cl	-6	i	i	i	i	i	0	i	11	i	i
O=C(Cn1c(-c2ccccc2)noc1=O)Nc1ccc(N2CCCCCC2)cc1	-8	i	i	i	i	i	3	i	-1	i	i
Cc1ccc(C(=O)CC2(O)C(=O)Nc3ccccc32)s1 (stereo not given)	-19	i	i	i	i	i	2	i	-6	i	i
O=C1c2ccccc2NC2CCCCC12 (stereo not given)	-8	i	i	i	i	i	-1	i	17	i	i
C=CCOc1ccc(C(=O)CC)cc1OC	3	i	i	i	i	i	0	i	0	i	i
CCOC(=O)c1c(C)[nH]c(C(=O)NCCc2ccc(OC)c(OC)c2)c1C	-2	i	i	i	i	i	-2	i	-1	i	i
Cc1cc(NC(=O)c2cccc(S(=O)(=O)N3CCOCC3)c2)c2ccccc2n1	-5	i	i	i	i	i	0	i	0	i	i
COc1ccc2cc(CCNC(=O)c3ccc(Br)o3)c(=O)[nH]c2c1	-3	i	i	i	i	i	4	i	13	i	i
COc1ccc(-c2cc3ccccc3oc2=O)cc1NC(=O)c1cccnc1	-5	i	i	i	i	i	-1	i	5	i	i
CC(=O)Nc1ccc(C(=O)NC(C)c2ccc(-n3ccnc3)cc2)cc1 (stereo not given)	-8	i	i	i	i	i	4	i	-4	i	i
O=C(O)CCn1cc(/C=C2\SC(=S)NC2=O)c(-c2ccccc2)n1	-1	i	i	i	i	i	2	i	-2	i	i
COc1ccc(NC(=O)Nc2ccc(OC)c(OC)c2)c([N+](=O)[O-])c1	-10	i	i	i	i	i	5	i	4	i	i
CCOC(=O)/C(C#N)=C/Nc1cc(F)ccc1C	-7	i	i	i	i	i	4	i	7	i	i
CC1CCCCN1S(=O)(=O)c1ccccc1[N+](=O)[O-] (stereo not given)	-12	i	i	i	i	i	-1	i	3	i	i

4 of the compounds above, with values under each structure:
Order of values: hERG rescue | KCNQ1 inh | ANO1 activ | KCNK3 inh | TMEM16A inh | KCNK9 inh | HDAC3 inhib | TRPC4 potent | DYRK1A inh | KCNQ1 pot | TRPC4 agonist
Cc1ccc(C(=O)CC2(O)C(=O)Nc3ccccc32)s1 (stereo not given)
  -19 | i | i | i | i | i | 2 | i | -6 | i | i
O=C1c2ccccc2NC2CCCCC12 (stereo not given)
  -8 | i | i | i | i | i | -1 | i | 17 | i | i
C=CCOc1ccc(C(=O)CC)cc1OC
  3 | i | i | i | i | i | 0 | i | 0 | i | i
CCOC(=O)c1c(C)[nH]c(C(=O)NCCc2ccc(OC)c(OC)c2)c1C
  -2 | i | i | i | i | i | -2 | i | -1 | i | i

(more compounds)
SMILES	hERG rescue	KCNQ1 inh	ANO1 activ	KCNK3 inh	TMEM16A inh	KCNK9 inh	HDAC3 inhib	TRPC4 potent	DYRK1A inh	KCNQ1 pot	TRPC4 agonist
Cc1ccc(N2CC(C(=O)OCc3nnc(-c4ccccc4)o3)CC2=O)cc1 (stereo not given)	-4	i	i	i	i	i	2	i	21	i	i
COC(=O)c1cc(=O)n(C2CC2)c(=NC2CC2)s1	-10	i	i	i	i	i	0	i	2	i	i
CC1CCCCN1c1nc2nonc2nc1N1CCCCC1C (stereo not given)	-9	i	i	i	i	i	-3	i	-2	i	i
CCCCNC(=O)c1ccc(CS(=O)(=O)c2ccc(OC)cc2)o1	-9	i	i	i	i	i	-5	i	-9	i	i
CS(=O)(=O)Nc1cccc(C2=NN(S(=O)(=O)c3ccccc3)C(c3cccs3)C2)c1 (stereo not given)	-7	i	i	i	i	i	3	i	0	i	i
Cc1cc(C)n(CC(=O)n2c3ccccc3c3ccccc32)n1	-7	i	i	i	i	i	0	i	-10	i	i
O=C(O)c1ccc(/C=C2\SC(=S)N(NC(=O)c3ccccc3)C2=O)cc1	-1	i	i	i	i	i	2	i	27	i	i
COc1ccc(CCN=C(N)NS(=O)(=O)c2ccc(C)cc2)cc1	-7	i	i	i	i	i	8	i	1	i	i
O=C(O)CCC(=O)Nc1ccc(OCC(=O)O)cc1	-9	i	i	i	i	i	-9	i	-1	i	i
CCCCSc1nnc([C@@H]2CCCN2C(=O)OC(C)(C)C)o1	-14	i	i	i	i	i	2	i	0	i	i
CC(Cc1ccco1)NC(=O)c1ccc(C(F)(F)F)cc1 (stereo not given)	-8	i	i	i	i	i	-1	i	-2	i	i
CC(C)c1onc(C(=O)N2CCC(C(N)=O)CC2)c1[N+](=O)[O-]	-8	i	i	i	i	i	-7	i	-3	i	i
CCOc1ccc(NC(=O)NCc2cccnc2)cc1	-15	i	i	i	i	i	0	i	-2	i	i
CC1CCN(c2ccc3nnc(CCC(=O)Nc4ccc(F)c(F)c4)n3n2)CC1	-7	i	i	i	i	i	6	i	2	i	i
O=S1(=O)C=C(SCc2ccccc2)Nc2ccccc21	-9	i	i	i	i	i	0	i	4	i	i
COc1ccc(C2SCC(=O)N2c2ccccc2)cc1 (stereo not given)	-3	i	i	i	i	i	-2	i	-3	i	i
CCC(=O)N1CCN(c2ccc(Cl)cc2NC(=S)NC(=O)c2ccco2)CC1	-15	i	i	i	i	i	-2	i	-5	i	i
Cc1cc(NS(=O)(=O)c2ccc(Nc3nc(-c4ccc(O)cc4)cs3)cc2)no1	-4	i	i	i	i	i	9	i	30	i	i
COc1ccc(-n2ncc3c2CC(C)(C)CC3NC(=O)Cc2nonc2C)cc1 (stereo not given)	-8	i	i	i	i	i	15	i	10	i	i
CC1CCCN(c2ncnc3c2cnn3-c2ccccc2)C1 (stereo not given)	-19	i	i	i	i	i	5	i	7	i	i
COc1ccc(NC(=O)Nc2c(C)noc2-c2ccccc2)cc1	-13	i	i	i	i	i	-3	i	-12	i	i
CCc1cc(=O)oc2c(C)c(OC(C)C(=O)NCC3CCC(C(=O)O)CC3)ccc12 (stereo not given)	-3	i	i	i	i	i	-7	i	1	i	i
O=S(=O)(Cc1ccccc1)NCCc1cccc(Cl)c1	-6	i	i	i	i	i	2	i	4	i	i
CCn1nnc(NC(=O)c2cc3ccccc3o2)n1	-7	i	i	i	i	i	3	i	-3	i	i
COc1ccc(OC)c(N(CC(=O)NC2CCCCCC2)S(=O)(=O)c2ccc(C)cc2)c1	-9	i	i	i	i	i	8	i	-1	i	i
CC(=O)N1CCc2cc(S(=O)(=O)CCC(=O)N3CCN(c4cc(C)ccc4C)CC3)ccc21	-5	i	i	i	i	i	-5	i	2	i	i
COc1cc(C2NC(=O)NC(C)=C2C(=O)OC(C)(C)C)ccc1OCC(=O)O (stereo not given)	-4	i	i	i	i	i	4	i	5	i	i
COC(=O)c1ccc(OC(=O)c2ccco2)cc1	-14	i	i	i	i	i	56*	i	6	i	i
O=C1/C(=C/c2cccnc2)SC(=S)N1CC1CCCO1 (stereo not given)	-5	i	i	i	i	i	6	i	-2	i	i
Cc1ccc(NC(=S)NCc2ccc3[nH]c4c(c3c2)CCCC4)cc1	-8	i	i	i	i	i	0	i	6	i	i
COc1ccc(N(CC(=O)NC2CCCC2)C(=O)c2csnn2)cc1	-3	i	i	i	i	i	-2	i	2	i	i
COC(=O)c1ccc(NC(=O)c2cc(Cl)ccc2OC)cc1	-6	i	i	i	i	i	-3	i	·	i	i
O=C(c1cccs1)N1CCN(c2nc3ccccc3s2)CC1	-7	i	i	i	i	i	-5	i	-4	i	i
CN1CCCN(C(=O)c2cc(-c3ccc(Cl)c(Cl)c3Cl)nc3ccccc23)CC1	-13	i	i	i	i	i	8	i	7	i	52*
Clc1ccc(CSc2nnc(-c3ccncc3)o2)cc1	-7	i	i	i	i	i	9	i	5	i	i
COc1ccccc1OCCn1c(C(C)O)nc2ccccc21 (stereo not given)	-2	i	i	i	i	i	0	i	-1	i	i
CCc1cccc(NC(=O)CCNC(=O)Cn2ccc3ccccc3c2=O)c1	-8	i	i	i	i	i	-7	i	-3	i	i
Cc1ccc(N(CC(=O)NC2CCCC2)C(=O)c2nsc(Cl)c2Cl)cc1	-12	i	i	i	i	i	1	i	-1	i	i
O=C(CCN1C(=O)c2ccccc2C1=O)NCc1cccc(Cl)c1	-7	i	i	i	i	i	4	i	2	i	i
O=C(O)c1cccnc1SC1CC(=O)N(c2ccccc2)C1=O (stereo not given)	-10	i	i	i	i	i	-1	i	-4	i	i
Cc1c(C=N)c(O)n(C)c(=O)c1C#N	-9	i	i	i	i	i	7	i	4	i	i
CC1=C(C(=O)O)N2C(=O)C(NC(=O)c3ccn(C)n3)C2SC1 (stereo not given)	-5	i	i	i	i	i	4	i	-1	i	i

Only part of the results is shown. The share of hits here may be higher or lower than overall.
